CTSL1 counter = cathepsin L1 inhibition, PFM18AAP counter-screen | AID 1906 | hit rate 0.49% among 300,000 | inhibition, % at 5.96 µM | recombinant F. hepatica cathepsin L1, Z-Leu-Arg-MCA fluorescence;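 active means inhibition above the mean of all tested compounds plus 3 SD, set per screening campaign, cut at about 17% in these data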;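 further: 0% = plate median of test compound wells and 100% = 1 µM Z-Phe-Ala-diazomethylketone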
ZTA counter = blocks Epstein-Barr virus ZTA, an EBNA-1 counter-screen. ZTA-DNA binding, fluorescence polarization. inhibition, % at 11 µM. hit rate 0.15% among 320,000; in the data active means inhibition above about 33%
Target sequence (P03206 whole entry, looked up): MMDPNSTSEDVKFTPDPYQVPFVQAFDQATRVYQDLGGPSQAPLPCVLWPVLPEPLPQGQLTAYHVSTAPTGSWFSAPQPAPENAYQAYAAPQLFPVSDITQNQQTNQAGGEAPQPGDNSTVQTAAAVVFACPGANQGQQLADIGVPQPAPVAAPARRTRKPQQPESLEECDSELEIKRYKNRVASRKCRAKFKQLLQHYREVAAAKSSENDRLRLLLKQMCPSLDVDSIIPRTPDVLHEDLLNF
EBNA-1 inh = blocks EBNA-1 binding to DNA; inhibition, % at 14.8 µM; hit rate 0.34% among 300,000; EBNA-1 DNA binding, fluorescence polarization; in the data active means inhibition above about 28%
PP1 inh = counter-screen for PP5 inhibitors: inhibitors of human PP1-alpha. P62136. purified PP1alpha, OMFP fluorescence. inhibition, % at 6.7 µM. hit rate 0.9% among 320,000. AID 2235;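 active means inhibition above the mean inhibition of all tested compounds plus 3 SD, computed separately for each screening campaign, cut at about 15% in these data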
Target sequence (P62136 whole entry, looked up): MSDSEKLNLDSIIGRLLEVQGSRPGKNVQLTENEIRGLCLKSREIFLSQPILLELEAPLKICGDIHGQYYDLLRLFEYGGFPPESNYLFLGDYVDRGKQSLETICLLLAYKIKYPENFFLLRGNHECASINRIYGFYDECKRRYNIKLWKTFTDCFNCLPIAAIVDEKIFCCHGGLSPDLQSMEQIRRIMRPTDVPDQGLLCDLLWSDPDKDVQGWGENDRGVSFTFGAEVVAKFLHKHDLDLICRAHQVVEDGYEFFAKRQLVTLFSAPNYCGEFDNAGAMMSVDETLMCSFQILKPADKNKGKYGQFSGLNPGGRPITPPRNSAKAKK
PP5 primary = blocks human protein phosphatase 5 activity. P53041. inhibition, % at 6.7 µM. purified PP5c, OMFP substrate fluorescence. AID 1987. hit rate 0.18% among 320,000;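 active means inhibition above the campaign's mean inhibition across all tested compounds plus 3 SD, cut at about 9.5% in these data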;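 further: 0% = DMSO only and 100% = 100 µM cantharidin control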
Target sequence (P53041 whole entry, looked up): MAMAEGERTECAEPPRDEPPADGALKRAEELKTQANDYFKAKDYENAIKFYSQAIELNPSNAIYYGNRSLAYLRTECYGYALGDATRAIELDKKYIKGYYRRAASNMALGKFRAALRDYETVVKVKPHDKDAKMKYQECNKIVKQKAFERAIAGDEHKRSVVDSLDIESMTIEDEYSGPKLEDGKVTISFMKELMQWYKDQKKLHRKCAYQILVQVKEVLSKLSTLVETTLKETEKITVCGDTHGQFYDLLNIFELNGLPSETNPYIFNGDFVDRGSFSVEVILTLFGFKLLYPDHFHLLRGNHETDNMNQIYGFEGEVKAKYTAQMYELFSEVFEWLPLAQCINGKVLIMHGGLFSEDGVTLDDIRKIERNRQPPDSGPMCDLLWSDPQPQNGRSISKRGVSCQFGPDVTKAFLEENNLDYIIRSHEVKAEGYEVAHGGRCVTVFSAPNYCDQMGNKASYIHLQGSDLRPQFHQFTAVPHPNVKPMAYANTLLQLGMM
TPT1 inhibitor = C. albicans TPT1 enzyme inhibition. recombinant caTPT1, FP RNA substrate dephosphorylation. inhibition, % at 5 µM. hit rate 0.81% among 300,000;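 active means inhibition above the mean of all tested compounds plus 3 SD, set per screening campaign, cut at about 24% in these data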;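 further: plate controls were DMSO alone for no effect and ferristatin control at 100 nM for full effect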
core dimer inh = blocks dimerization of HCV core protein; TR-FRET GST/Flag-core106 dimerization, 1536-well; hit rate 0.33% among 300,000; inhibition, % at 5 µM;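 active means inhibition above the mean of all tested compounds plus 3 SD, set per screening campaign, cut at about 45% in these data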
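System: GST-tagged and Flag-tagged HCV core protein residues 1-106 / Input: core106 proteins, GST 13.5 nM and Flag 17 nM / Buffer or medium: KF-containing HEPES buffer, pH 7.45, DTT, CHAPS, BSA / Probe or stimulus: Eu-anti-GST and XL665-anti-Flag labelled anti-tag antibodies / Schedule: 4 h, 22.5 °C incubation / Technique: TR-FRET 671 and 617 nm emission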
PREPL inh = inhibits the human prolyl oligopeptidase-like enzyme; recombinant PREPL, fluorescence polarization activity-based probe; inhibition, % at 5.96 µM; hit rate 0.68% among 320,000; Q4J6C6; in the data active means inhibition above about 43%;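 further: 0% = enzyme with DMSO and 100% = wells lacking enzyme; many of its hits are not listed in these tables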
Efflux pump inh = inhibitors of Candida antifungal efflux pumps expressed in yeast; S. cerevisiae Candida pump triplex, Nile Red efflux; inhibition, % at 10 µM; hit rate 0.44% among 330,000; AID 485275;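 active means plate passing quality check with inhibition over a set limit, or well fluorescence over plate mean plus 4 SD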;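 further: Nile Red retained in pooled yeast measured as flow cytometry median fluorescence; 0% = buffer negative control and 100% = Enniatin B positive control; higher means more Nile Red kept so more efflux inhibition; some compounds called inactive have numbers as strong as hits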
* hit, by the source's call; x = no result given. An excerpt (hit frequency here may not be typical).

SMILES	CTSL1 counter	ZTA counter	EBNA-1 inh	PP1 inh	PP5 primary	TPT1 inhibitor	core dimer inh	PREPL inh	Efflux pump inh
CCCN(CCO)Cc1cccc(Oc2ccccc2)c1	1	-17	-4	0	2.1	-1	-3	-22	0.2
COc1cccc(CN(C(=O)Cn2nnc(-c3ccccc3F)n2)C(C(=O)NC(C)(C)C)c2ccncc2)c1 (centres undefined)	-2	2	-11	-2	2.7	-6	1	-33	-0.3
O=C(Cn1ccc([N+](=O)[O-])n1)Nc1nc2ccccc2s1	0	1	-7	0	3.3	0	-1	-8	0.1
COc1ccc(COC(=O)c2ccc3c(=O)n4c(nc3c2)CCC4)cc1F	-3	-6	-6	-2	2.6	-1	-1	-14	0.1
Fc1ccc(Br)cc1/C=N/n1cnnc1	-1	11	-6	-5	0.6	-1	-1	-4	0.1
O=C(CSc1n[nH]c(-c2ccccc2)n1)c1ccc(O)c(O)c1	0	-1	2	0	3.3	-1	-5	31	0.1
COc1ccccc1N(C)S(=O)(=O)c1ccc(Cl)c(C(=O)NCc2cccnc2)c1	1	7	2	5	-1.4	-3	2	-5	0.1
Cc1nc(-c2ccccc2)nc2[nH]ccc(=O)c12	3	9	18	-2	-1.1	-1	7	-27	0.0
CC(C)OC(=O)C1C(=O)CC(C)(O)C(C(=O)OC(C)C)C1c1cccc(O)c1 (centres undefined)	0	4	3	-4	-0.7	3	-3	7	-0.1
Cc1nn(C)c(C)c1CNC(=O)c1cc2n(n1)C(C(F)(F)F)CC(c1cccs1)N2 (centres undefined)	4	0	4	-3	1.4	3	-5	0	-0.3
COc1ccc(CCNC(=O)COC(=O)Cn2cnc3ccccc32)cc1OC	7	-11	-7	-1	0.5	-3	-1	3	-0.1
CC(=O)N1CCc2cc(S(=O)(=O)NCCC(=O)NC3CCCCCC3)ccc21	-4	0	1	-3	-4.0	0	0	0	0.1
N#C/C(=C/c1ccc(N2CCCC2)c([N+](=O)[O-])c1)c1nc2ccccc2[nH]1	0	-21	6	1	1.6	7	-7	14	0.2
O=C(COC(=O)/C=C/c1ccc(Cl)cc1)Nc1ccc2c(c1)OCCO2	-7	21	23	0	1.0	-4	9	-3	-0.4
CCOc1ccc(NC(=O)c2ccc3c(c2)CCN3S(C)(=O)=O)cc1	-3	-14	-1	1	0.3	-1	-5	0	-0.1
O=C(CC1CCCCC1)NC1CCCC1	-2	1	5	-3	-0.2	0	-1	-6	-0.1
Cc1ccc(C(=O)Cn2cc([N+](=O)[O-])nc2C)cc1	2	-2	0	0	0.8	-3	-3	15	-0.2
CCCCN(C(=O)C(CCSC)N1C(=O)c2ccccc2C1=O)c1c(N)n(CCC)c(=O)[nH]c1=O (centres undefined)	x	15	x	-3	-0.2	x	x	-4	-0.2
Cc1ccc(S(=O)(=O)NCC(=O)N2CCCC2)cc1	-1	-8	0	-3	-1.9	0	2	5	0.0
Cc1ccccc1N(C(=O)CNC(=O)c1ccco1)C(C(=O)NC1CCCCC1)c1cccnc1 (centres undefined)	4	-11	-8	5	2.1	-1	-16	12	0.0

Next section; the last three above are carried over.
SMILES	CTSL1 counter	ZTA counter	EBNA-1 inh	PP1 inh	PP5 primary	TPT1 inhibitor	core dimer inh	PREPL inh	Efflux pump inh
CCCCN(C(=O)C(CCSC)N1C(=O)c2ccccc2C1=O)c1c(N)n(CCC)c(=O)[nH]c1=O (centres undefined)	x	15	x	-3	-0.2	x	x	-4	-0.2
Cc1ccc(S(=O)(=O)NCC(=O)N2CCCC2)cc1	-1	-8	0	-3	-1.9	0	2	5	0.0
Cc1ccccc1N(C(=O)CNC(=O)c1ccco1)C(C(=O)NC1CCCCC1)c1cccnc1 (centres undefined)	4	-11	-8	5	2.1	-1	-16	12	0.0
O=C(C1CCCN(Cc2ccc3c(c2)OCO3)C1)N1CCCC1 (centres undefined)	-5	10	7	-3	1.5	-2	-5	8	0.0
CC(C)Cc1cc(C(=O)NCCCN2CCOCC2)no1	-5	4	10	4	-1.6	2	1	-1	-0.3
COC(=O)CCC(=O)N(CCN(Cc1ccccc1)C(=O)CCC(=O)OC)Cc1ccccc1	-3	11	2	-4	1.4	2	3	10	0.0
CC(C(=O)O)n1c(-c2ccn[nH]2)n[nH]c1=S (centres undefined)	-2	-22	-5	-2	0.1	0	-4	-1	-0.1
O=C1CSC(c2cccc(F)c2)N1c1c(F)cccc1F (centres undefined)	1	-1	3	3	0.8	0	2	-5	-0.1
CC1CCC(NC(=O)CSc2nnc(-c3cccnc3)o2)CC1 (centres undefined)	x	6	x	0	-1.0	x	x	1	0.0
Cc1cccc(Cn2cnc3ccccc32)c1	1	20	15	-1	1.7	1	3	-6	0.0
CC(C)(C)OC(=O)N1CC=C2C(C#N)=C(N)C(C#N)(C#N)C(c3cccs3)C2C1 (centres undefined)	0	15	-8	3	2.6	12	-2	-4	0.2
COCCCN1C(=O)C(=O)/C(=C(/O)c2ccc(S(=O)(=O)N3CCOCC3)cc2)C1c1ccc(C)cc1 (centres undefined)	0	-14	2	1	2.8	1	-4	-2	0.1
CC(/C=N\NC(=O)CN1CCN(Cc2ccccc2)CC1)=C\c1ccco1	-1	-16	-5	2	2.8	-2	-4	16	-0.1
CC(C)c1ccccc1NC(=S)NN(Cc1ccccc1)c1ccccc1	-3	2	-7	4	6.1	-5	14	5	-0.1
Cc1[nH]c2ccccc2c1C(=O)COC(=O)C1CCC1	-6	2	1	1	3.3	3	1	-4	-0.1
CCOC(=O)c1c(NC(NC(C)=O)C(Cl)(Cl)Cl)sc(C(C)=O)c1C (centres undefined)	5	0	-14	8	3.7	3	6	0	0.0
C=CCS/C(=N\n1cnc2ccccc2c1=O)N1CCCCC1	1	5	6	-1	2.1	-4	-2	-3	-0.1
COc1ccc(S(=O)(=O)N(CC(=O)NCCC(C)C)c2ccccc2)cc1OC	-1	5	3	-5	-1.8	0	3	0	-0.1
Cc1cc(N2C(=O)C(O)=C(C(=O)c3ccc(C)o3)C2c2cccs2)no1 (centres undefined)	2	1	-4	6	-1.0	-1	6	-5	-0.1
Cc1cc(C(=O)N2CCN(c3ccc(C(F)(F)F)cn3)CC2)c(C)o1	-3	-9	-5	-13	0.2	-4	3	5	0.1
CCOC(=O)COc1ccc(Br)cc1/C=C1\SC(N)=NC1=O	-1	1	8	-2	1.4	4	-13	2	0.2
Cc1nn(-c2ncc(C(F)(F)F)cc2Cl)c(=O)n1-c1cccc(F)c1	-2	0	3	-5	2.7	0	-3	-5	-0.2
Cc1ccc(C(=O)N/N=C\C=C\c2ccccc2[N+](=O)[O-])cn1	2	-2	2	1	-1.0	-4	-17	13	-0.1
CCOC(=O)Cn1c(=NC(=O)CSC(C)=O)sc2ccccc21	-17	1	-4	0	-2.0	-4	1	-6	-0.1
COc1cc(NC(=O)c2cc(Cl)ccc2Cl)ccc1-c1cc2ccccc2oc1=O	1	-12	9	-3	3.3	4	13	-2	0.0
O=C(CSc1ncccn1)NN=C1CCCCCCC1	-2	7	7	-5	-2.5	0	-3	8	0.0
NC(=O)Nc1cc(Cl)ccc1Cl	3	5	-14	-2	-1.9	2	0	-7	-0.1
CSCCC(NC(=O)c1cccc(C)c1)C(=O)O (centres undefined)	-3	-2	-4	-2	-2.9	-3	7	5	0.0
CCOc1cc(/C=N/n2c(C)nc3sc(C)c(C)c3c2=O)ccc1O	10	7	-2	-3	-1.8	-1	5	2	0.0
CC(C)C(=O)NC(NC(=S)NC1CCS(=O)(=O)C1)C(Cl)(Cl)Cl (centres undefined)	-4	-10	3	1	0.1	0	0	-5	-0.1
O=[N+]([O-])c1ccccc1/C=N/N1CCN(c2ccncc2S(=O)(=O)N2CCCCC2)CC1	0	2	1	5	2.8	3	3	32	0.2
Cc1cc(Cl)c2oc(C(=O)NC(C)c3ccncn3)c(C)c2c1 (centres undefined)	2	-10	-4	3	1.0	-7	-13	12	0.1
CC(C)c1ccc(/C=C2\NC(=O)NC2=O)cc1	1	-24	1	-7	2.9	-3	7	-10	0.0
CCOc1ccc(NC(=S)Nc2ccccc2C2(C)CC2)cc1	-1	2	4	2	2.2	0	2	-4	0.0
Cc1cccc(NC(=S)N(Cc2cccs2)Cc2cc3cc(C)ccc3[nH]c2=O)c1	7	-3	3	2	0.1	-1	1	1	0.0
CCOC(=O)c1cc2occc2n1CC(=O)NC1CCC(C)CC1 (centres undefined)	1	9	9	1	-1.8	-2	-1	-7	0.0
CN(C(=O)Cn1cc(C(F)(F)F)cc(Cl)c1=O)C1CCS(=O)(=O)C1 (centres undefined)	2	-11	-1	-3	-1.7	-1	-3	5	0.2
Cc1nnc(SCC(=O)N2CCc3ccccc3C2)n1-c1ccccc1	-3	-2	9	-2	-0.1	-3	-3	11	-1.1
O=S(=O)(N1CCCCC1)N1CCN(c2ccccc2F)CC1	4	3	-4	-1	-0.2	0	-3	-1	0.0
COc1ccc(NC(=O)CSc2ncc(-c3ccc(F)cc3)n2Cc2ccco2)cc1	3	-1	-1	2	4.5	1	11	0	0.0
COCCN(C(=O)CCc1nnc(Cc2c[nH]c3ccccc23)o1)C(C)C	3	-8	-2	2	3.5	0	-6	12	-0.2
CN(C)S(=O)(=O)c1cccc(NC(=O)c2cc(-c3cccs3)nn2-c2cccc(Cl)c2)c1	-1	9	1	14	3.3	1	-12	-10	0.2
CCc1nc2ccccc2c(=O)n1/N=C/c1ccc(OC)cc1	-4	1	5	4	-2.0	0	-2	-2	0.0
COc1ccccc1N1CCN(C(=O)C2CCN(S(=O)(=O)c3ccc4c(c3)CC(C)N4C(=O)C3CC3)CC2)CC1 (centres undefined)	4	2	6	1	1.3	-1	10	8	0.1
Cc1cccc(C)c1NC(=O)CSc1ncnc2nc[nH]c12	-2	-9	1	-1	2.3	-2	-5	0	-0.2
CC(=O)Nc1nn(C)c2nc(C)cc(C)c12	0	26	2	-4	-1.7	0	4	-7	-0.1
COc1cc(C(=O)Nc2ccc(OCC(=O)N3CCOCC3)cc2C)cc(OC)c1OC	0	-11	-9	8	-3.9	0	-16	18	0.1
Cc1cc(-n2nc(C)cc2C)nc(NS(=O)(=O)c2ccccc2)n1	-4	-14	-9	0	-4.1	-5	0	0	0.1
O=C(O)c1cccc(CN2C(=O)c3ccccc3C2=O)c1	-2	8	-9	-5	0.7	-5	-6	20	0.1
O=S(=O)(NCC(c1ccc2c(c1)OCO2)N1CCOCC1)c1ccccc1 (centres undefined)	-3	4	-6	4	-1.9	-1	-2	-8	0.1
Cc1ccc(C(=O)N[C@H](C(=O)OCc2cc(=O)n3c(n2)sc2ccccc23)C(C)C)cc1	-7	17	19	1	-0.2	2	39	-3	0.1
O=C(NCCCN1CCOCC1)c1onc(CSc2nc3ccccc3[nH]2)c1C(=O)NCCCN1CCOCC1	-8	-2	9	4	-1.4	3	-12	11	0.1
COc1ccc2oc(C(F)(F)C(F)F)cc(=O)c2c1	-5	-9	-3	0	2.5	-3	-2	-4	0.0
CC(C)(C)OC(=O)NCCCC[C@H](NC(=O)c1[nH]cnc1C(=O)Nc1ccc(CNC(=O)OC(C)(C)C)cc1)C(=O)OC(C)(C)C	7	-20	-9	17*	9.3	-1	12	-8	0.2
O=C(NC1CCCCC1)C(c1ccccc1)N(Cc1ccc2c(c1)OCO2)C(=O)c1cnsn1 (centres undefined)	-39	-14	10	0	0.0	-3	2	46*	0.1

Copied from the entries so far, 2 compounds:
SMILES	CTSL1 counter	ZTA counter	EBNA-1 inh	PP1 inh	PP5 primary	TPT1 inhibitor	core dimer inh	PREPL inh	Efflux pump inh
CC(C)(C)OC(=O)NCCCC[C@H](NC(=O)c1[nH]cnc1C(=O)Nc1ccc(CNC(=O)OC(C)(C)C)cc1)C(=O)OC(C)(C)C	7	-20	-9	17*	9.3	-1	12	-8	0.2
O=C(NC1CCCCC1)C(c1ccccc1)N(Cc1ccc2c(c1)OCO2)C(=O)c1cnsn1 (centres undefined)	-39	-14	10	0	0.0	-3	2	46*	0.1

High-throughput results from PubChem.
